Compound activity: PubChem BioAssay, Sanford-Burnham Center for Chemical Genomics
RUNX1 CBFb-SMMHC: Runt domain/CBFb-SMMHC interaction disruptors – biochemical, TR-FRET (AID 1438) | 2,200 tested, 2% active | one-dose inhibition, % at 20 µM; IC50 in µM for titrated hits | TR-FRET Runt domain–CBFb-SMMHC binding, biochemical; higher % means a stronger effect; in the data active = inhibition from about 52%, or a potency from the dose series; inactive = the rest, 99 in 100 with inhibition below about 48%
Starred values were filed as active, the others as inactive.

The opening 4 records, to show the layout:
RUNX1 CBFb-SMMHC	canonical_smiles
-4.6%	COc1ccc2oc(=O)c(-c3nnc(N)s3)cc2c1
-2.4%	CCOC(=O)c1ccccc1NC(=O)c1ccccc1N(C)S(C)(=O)=O
-4.0%	CCN1C(=O)/C(=C/c2nc3ccccc3c(=O)n2-c2ccc(C)cc2)c2ccccc21
0.8%	CCn1c2ccccc2c2c3ncc4cccn4c3ccc21

Results, previewed entries included:
RUNX1 CBFb-SMMHC	canonical_smiles
-4.6%	COc1ccc2oc(=O)c(-c3nnc(N)s3)cc2c1
-2.4%	CCOC(=O)c1ccccc1NC(=O)c1ccccc1N(C)S(C)(=O)=O
-4.0%	CCN1C(=O)/C(=C/c2nc3ccccc3c(=O)n2-c2ccc(C)cc2)c2ccccc21
0.8%	CCn1c2ccccc2c2c3ncc4cccn4c3ccc21
-10.3%	CC(C)OC(=O)C(C#N)c1nc2ccccc2nc1N1CCN(Cc2ccccc2)CC1 (stereo not given)
24.9%	C=CCn1c(N)c(C(=O)OC(C)CC)c2nc3ccccc3nc21 (stereo not given)
39.0%	O=C(Cn1c2ccccc2c(=O)c2ccccc21)Nc1cccc(F)c1
-2.7%	Clc1ccc(CSc2ccc(-c3ccco3)nn2)cc1
12.8%	COc1ccc2nc(N3CCC(O)CC3)c(C#N)cc2c1
8.9%	COc1nc(N)c(S(=O)(=O)c2ccccc2)cc1C#N

Quoted from above for reference:
RUNX1 CBFb-SMMHC	canonical_smiles
-2.7%	Clc1ccc(CSc2ccc(-c3ccco3)nn2)cc1
12.8%	COc1ccc2nc(N3CCC(O)CC3)c(C#N)cc2c1
8.9%	COc1nc(N)c(S(=O)(=O)c2ccccc2)cc1C#N

Next part.
RUNX1 CBFb-SMMHC	canonical_smiles
12.7%	Fc1ccccc1Nc1nc2c(s1)CCc1ccccc1-2
-8.2%	N#Cc1cc2c(=O)n3ccccc3nc2n(-c2ccccc2Cl)c1=O
-6.2%	CN(C)c1nc(-c2cccs2)cc(C(F)(F)F)c1C#N
9.7%	CSc1cnn(Cc2ccccc2)c(=O)c1SCc1ccccc1
-3.6%	O=c1[nH]c2ccccc2nc1/C=C(\O)C(F)F
41.7%	CCOc1ccc2nc(N3CCOCC3)nc(C)c2c1
45.7%	CCOC(=O)c1cc2ccc(OC(=O)c3ccco3)cc2oc1=O
-15.3%	Cc1cccn2c(=O)c(/C=C(\C#N)C(N)=O)c(Oc3ccccc3)nc12
-5.8%	O=C1CC(c2cccc(Br)c2)C2=C(CCCC2=O)N1 (stereo not given)
55.2%*	O=C(c1cc2ccccc2oc1=O)N1CCN(CCc2ccccc2)CC1

RUNX1 CBFb-SMMHC	canonical_smiles
19.0%	CN1CC=C2C(C#N)=C(N)C(C#N)(C#N)C(c3cccc(Cl)c3Cl)C2C1 (stereo not given)
-19.3%	COc1ccc(N/C=C2/Sc3ccccc3NC2=O)cc1
3.6%	Cc1ncc(CO)c(/C=N/NC(=O)c2cc(O)c(O)c(O)c2)c1O
35.9%	COCCN(CCOC)c1cc(C)c(C#N)c2nc3ccccc3n12
3.6%	CCOC(=O)c1cc2c(=O)n3ccccc3nc2n(CC2CCCO2)c1=NC(=O)/C=C/c1ccccc1 (stereo not given)
-8.4%	O=C(c1ccccc1)c1cc2ccc(O)cc2oc1=O
32.0%	N#Cc1c(N)n(CCc2ccc(F)cc2)c2nc3ccccc3nc12
-1.5%	CC1CCc2nc(/C(C#N)=C/c3ccncc3)sc2C1 (stereo not given)
15.7%	CC(=O)c1c(N2CCN(C)CC2)nc(=S)n(Cc2ccccc2)c1C
-7.9%	O=C(CCC(=O)N1CCCc2ccccc21)N1CCN(S(=O)(=O)c2ccccc2)CC1

Reprinted at random: 3 entries already listed.
RUNX1 CBFb-SMMHC	canonical_smiles
-1.5%	CC1CCc2nc(/C(C#N)=C/c3ccncc3)sc2C1 (stereo not given)
19.0%	CN1CC=C2C(C#N)=C(N)C(C#N)(C#N)C(c3cccc(Cl)c3Cl)C2C1 (stereo not given)
32.0%	N#Cc1c(N)n(CCc2ccc(F)cc2)c2nc3ccccc3nc12

The listing continues:
RUNX1 CBFb-SMMHC	canonical_smiles
-9.3%	CN(C)c1ccc(/C=C/c2ccc3c4ccccc4ccc3[n+]2-c2ccccc2)cc1
15.6%	COCCCn1c(=N)c(C(=O)NCC2CCCO2)cc2c(=O)n3ccccc3nc21 (stereo not given)
46.8%	COC(=O)c1ccc(C(=O)OC)c(NC(=S)N2CCCCC2C)c1 (stereo not given)
-16.8%	COc1ccc(Cn2c(O)c(/C=N/NC(=O)c3cccnc3)c3ccccc3c2=O)cc1
4.3%	Cc1cccn2c(=O)c3cc(C#N)c(=N)n(Cc4ccncc4)c3nc12
6.3%	Cc1ccc2nc3c(cc(C(=O)NCCCn4ccnc4)n3C)c(=O)n2c1
-7.4%	CC(C)(C)C1=CC=C(C(C)(C)C)C(=O)C1=O
11.9%	CC(C)COC(=O)/C(C#N)=C/c1c[nH]c2ccccc12
28.0%	N=c1c(S(=O)(=O)c2ccc(Cl)cc2)cc2c(=O)n3ccccc3nc2n1CCN1CCOCC1
34.3%	CC(C)Sc1oc(-c2ccco2)nc1S(=O)(=O)c1ccc(F)cc1

Arranged by the number under RUNX1 CBFb-SMMHC (largest number first): five from the list above.
RUNX1 CBFb-SMMHC	canonical_smiles
34.3%	CC(C)Sc1oc(-c2ccco2)nc1S(=O)(=O)c1ccc(F)cc1
15.6%	COCCCn1c(=N)c(C(=O)NCC2CCCO2)cc2c(=O)n3ccccc3nc21 (stereo not given)
11.9%	CC(C)COC(=O)/C(C#N)=C/c1c[nH]c2ccccc12
6.3%	Cc1ccc2nc3c(cc(C(=O)NCCCn4ccnc4)n3C)c(=O)n2c1
-16.8%	COc1ccc(Cn2c(O)c(/C=N/NC(=O)c3cccnc3)c3ccccc3c2=O)cc1

More entries follow.
RUNX1 CBFb-SMMHC	canonical_smiles
-3.8%	COc1cccc(CN(Cc2ccco2)C(c2ccc(F)cc2)c2nnnn2C(C)(C)C)c1 (stereo not given)
-3.1%	Nc1ccccc1-c1nc2ccccc2s1
-14.4%	CCN1CCc2nc(NC(=O)C(c3ccccc3)c3ccccc3)sc2C1
40.9%	Cc1ccc(C)c(S(=O)(=O)c2c(N)n(/N=C/c3ccco3)c3nc4ccccc4nc23)c1
12.3%	CCOCCCNC(=O)/C(C#N)=C/c1cc(Br)c(O)c(Br)c1
-15.2%	CCCCc1c(C)c(C#N)c2nc3ccccc3n2c1Nc1c(C)n(C)n(-c2ccccc2)c1=O
20.1%	CCCOc1ccccc1-c1nc2c([nH]1)c(=O)[nH]c(=O)n2C
-5.8%	C(=C\c1nccc2c1[nH]c1ccccc12)/c1ccccc1
19.1%	Cc1nc(-c2ccccc2)nc2sc(C(=O)c3ccc(F)cc3)c(N)c12
-7.4%	COC(=O)c1ccc2nc(Nc3nc4c(F)cc(F)cc4s3)sc2c1

RUNX1 CBFb-SMMHC	canonical_smiles
34.7%	OCCCc1nc2n(n1)C(c1ccccc1Cl)C=C(c1cccs1)N2 (stereo not given)
9.4%	Cc1cccc2cc(C#N)c(NCCNS(=O)(=O)c3ccc4c(c3)OCCO4)nc12
-8.1%	COCCn1c(CCC(=O)O)ccc1-c1cccs1
-21.5%	COC(=O)c1sc(NC(=O)c2csc3c2CCCC3)nc1C

The list is partial. The share of hits here may be higher or lower than overall.
